Screening results from PubChem.
MEKK3 PB1 HTS = MEKK3-MEK5 PB1 interaction, increase or decrease. bead-based flow cytometry, Alexa488-MEK5 binding to MEKK3; actives lie on both sides; 0 = blocked by unlabeled MEK5, 100 = vehicle. Q99759. 290,000 compounds, 1.4% hits. binding response (% of control), % at 10 µM;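 active = binding response more than 3 SD above or below the average of its plate-row segment, actives on both sides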;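 note: Alexa488 bead fluorescence after subtracting the streptavidin-only scavenger bead signal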
MEKK2wt PB1 HTS = raises or lowers MEK5 binding to wildtype human MEKK2 PB1 domain; 290,000 compounds, 1.1% hits; bead flow cytometry, Alexa488-MEK5 binding to MEKK2 WT; actives lie on both sides; binding response (% of control), % at 10 µM; Q9Y2U5; in the data active = binding response below about 67% or above about 130%
NALP1 inh = inhibitors of NALP1 inflammasome in yeast; S. cerevisiae NALP1/ASC/caspase-1 growth, X-gal OD620, 72 h; inhibition, % at 10 µM; 280,000 compounds, 0.61% hits; AID 2071; in the data active = inhibition mostly above about 24%, no sharp cut-off; inactive = mostly below about 32%; note: some compounds called inactive have numbers as strong as hits
IDE cell inh = inhibits human insulin-degrading enzyme in HEK cells; 320,000 compounds, 0.41% hits; AID 434962; FAbetaB cleavage, fluorescence polarization; P14735; inhibition, % at 5.59 µM;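 active = percent inhibition above the average of all tested compounds plus 3 SD, set per screening campaign, cut at about 16% in these data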;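 note: IDE supplied by intact live HEK cells; FP after avidin binding of uncleaved biotin substrate so inhibition keeps polarization high; 0% = DMSO wells and 100% = 60 µM reference IDE inhibitor Ii1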
pCIP destab = lowers stability of the mouse p/CIP coactivator protein. F442A p/CIP-EGFP cells, EGFP fluorescence, 16 h. decrease of EGFP signal, % at 10 µM. 290,000 compounds, 0.01% hits;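 active = EGFP signal decrease of at least 30% at 10 µM or well 3 SD below plate mean, unless failing retest; inactive = the rest, including hits failing retest or dose response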; note: some compounds called inactive have numbers as strong as hits; many of its hits are not listed in these tables
Target sequence (Q05BA5 1-1403): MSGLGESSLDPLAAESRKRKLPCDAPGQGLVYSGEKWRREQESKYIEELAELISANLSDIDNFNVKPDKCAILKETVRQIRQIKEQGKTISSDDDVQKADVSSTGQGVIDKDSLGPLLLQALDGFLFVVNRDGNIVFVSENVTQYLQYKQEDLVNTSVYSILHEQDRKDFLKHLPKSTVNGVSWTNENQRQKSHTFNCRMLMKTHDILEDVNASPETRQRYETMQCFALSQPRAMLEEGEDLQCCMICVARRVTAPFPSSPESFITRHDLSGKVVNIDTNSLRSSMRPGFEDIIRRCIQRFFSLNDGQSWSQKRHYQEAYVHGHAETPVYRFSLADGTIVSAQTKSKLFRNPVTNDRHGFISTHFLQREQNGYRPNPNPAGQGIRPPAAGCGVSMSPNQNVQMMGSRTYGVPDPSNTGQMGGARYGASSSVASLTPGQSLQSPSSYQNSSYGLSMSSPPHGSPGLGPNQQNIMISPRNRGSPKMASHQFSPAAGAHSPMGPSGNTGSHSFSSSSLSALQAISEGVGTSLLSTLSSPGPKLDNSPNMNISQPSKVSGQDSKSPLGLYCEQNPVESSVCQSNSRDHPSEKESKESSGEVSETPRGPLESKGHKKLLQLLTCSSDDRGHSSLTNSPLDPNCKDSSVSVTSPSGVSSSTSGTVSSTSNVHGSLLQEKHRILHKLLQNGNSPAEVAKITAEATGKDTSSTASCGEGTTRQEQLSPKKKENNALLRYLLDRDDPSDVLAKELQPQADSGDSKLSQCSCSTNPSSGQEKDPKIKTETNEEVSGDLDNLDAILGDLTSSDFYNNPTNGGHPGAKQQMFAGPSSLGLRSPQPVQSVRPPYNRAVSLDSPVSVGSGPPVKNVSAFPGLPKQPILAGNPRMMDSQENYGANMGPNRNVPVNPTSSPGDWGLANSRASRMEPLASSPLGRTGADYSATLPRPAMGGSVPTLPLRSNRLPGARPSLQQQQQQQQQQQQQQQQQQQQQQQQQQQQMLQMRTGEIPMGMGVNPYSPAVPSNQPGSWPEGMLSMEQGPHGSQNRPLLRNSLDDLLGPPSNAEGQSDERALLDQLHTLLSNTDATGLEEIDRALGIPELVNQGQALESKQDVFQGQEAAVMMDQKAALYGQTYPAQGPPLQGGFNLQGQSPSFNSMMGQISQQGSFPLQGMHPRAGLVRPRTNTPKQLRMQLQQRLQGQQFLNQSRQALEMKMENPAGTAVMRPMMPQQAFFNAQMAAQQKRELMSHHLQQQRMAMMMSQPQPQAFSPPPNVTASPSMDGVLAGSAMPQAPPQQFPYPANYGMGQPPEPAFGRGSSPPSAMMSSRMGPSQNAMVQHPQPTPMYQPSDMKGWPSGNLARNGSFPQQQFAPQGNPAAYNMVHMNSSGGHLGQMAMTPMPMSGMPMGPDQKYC
PfM18AAP inh = blocks P. falciparum M18 aspartyl aminopeptidase. AID 1822. recombinant PfM18AAP, H-Glu-NHMec fluorogenic cleavage. 290,000 compounds, 1.2% hits. inhibition, % at 7.35 µM;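 active = inhibition above the campaign mean inhibition over all tested compounds plus 3 SD, cut at about 28% in these data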;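 note: 0% = plate median of test compound wells and 100% = 2 mM ZnCl2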
IDE act = activators of human insulin-degrading enzyme in cells | HEK cells, FAbeta-B cleavage, fluorescence polarization; 0% vehicle, 100% cell-free pure enzyme wells | activation, % at 5.96 µM | 340,000 compounds, 0.073% hits;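 active = activation above the mean of all tested compounds plus 3 SD, set per screening campaign, cut at about 17% in these data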
MEKK2mut PB1 HTS = signal of MEK5 binding to mutant human MEKK2 PB1 domain; bead flow cytometry, Alexa488-MEK5 binding to MEKK2 mutant; percent response, % at 10 µM; 290,000 compounds, 0.35% hits; AID 1530; in the data active = percent response above about 24%, passing the limit was not always enough; note: inactives centre near 1; some results filed as inactive read as strong as hits; reference of the scale not given here
UBC9 SUMO inh = blocks human SUMOylation mediated by UBC9 | P63279 | HTRF SUMOylation assay, SAE1/SAE2 + UBC9, in vitro | inhibition, % at 35 µM | 290,000 compounds, 0.36% hits; in the data active = inhibition above about 50%, passing the limit was not always enough; note: strong numbers were not always called active
Starred values were filed as active, the others as inactive. The list is partial; rates above refer to the full screens.

For CC(Oc1ccc2c3c(c(=O)oc2c1)CCCC3)C(=O)NCCN1CCOCC1 (stereo not drawn) the results were MEKK3 PB1 HTS 100, MEKK2wt PB1 HTS 96, NALP1 inh 4, IDE cell inh -3, pCIP destab -1, PfM18AAP inh 1, IDE act 1, MEKK2mut PB1 HTS 1 and UBC9 SUMO inh 13.
For COc1ccc(Cl)cc1S(=O)(=O)N1CCC(C(=O)NC2CC2)CC1 the results were MEKK3 PB1 HTS 99, MEKK2wt PB1 HTS 99, NALP1 inh 3, IDE cell inh 0, pCIP destab -16, PfM18AAP inh -1, IDE act 4, MEKK2mut PB1 HTS -3 and UBC9 SUMO inh 0.
Screening O=C(CSc1nc(-c2ccccc2)cc(=O)[nH]1)N1CCOCC1 returned MEKK3 PB1 HTS 102, MEKK2wt PB1 HTS 95, NALP1 inh 6, IDE cell inh -1, pCIP destab 4, PfM18AAP inh -12, IDE act -1, MEKK2mut PB1 HTS 2 and UBC9 SUMO inh 3.
COc1ccc(-n2nnnc2SCC(=O)NC(=O)Nc2ccc3c(c2)OCCO3)cc1 was read as MEKK3 PB1 HTS 106, MEKK2wt PB1 HTS 105, NALP1 inh 6, IDE cell inh -2, pCIP destab 6, PfM18AAP inh 6, IDE act 9, MEKK2mut PB1 HTS 4 and UBC9 SUMO inh 2.
Screening Cn1nc(C(F)(F)F)c(C#N)c1N1CCN(c2ccccn2)CC1 returned MEKK3 PB1 HTS 101, MEKK2wt PB1 HTS 98, NALP1 inh 7, IDE cell inh 6, pCIP destab 9, PfM18AAP inh -7, MEKK2mut PB1 HTS -4 and UBC9 SUMO inh 1.
COc1cccc(NC(=O)CCC(=O)Nc2cccc(OC)c2)c1 was read as MEKK3 PB1 HTS 100, MEKK2wt PB1 HTS 104, NALP1 inh -4, IDE cell inh 4, pCIP destab 10, PfM18AAP inh -15, IDE act -2, MEKK2mut PB1 HTS -1 and UBC9 SUMO inh -17.
CCCn1c(=O)c2ccccc2n2c(SCC(=O)N3CCc4ccccc4C3)nnc12 was read as MEKK3 PB1 HTS 100, MEKK2wt PB1 HTS 117, NALP1 inh 35, IDE cell inh 4, pCIP destab -1, PfM18AAP inh 2, IDE act -3, MEKK2mut PB1 HTS 4 and UBC9 SUMO inh 8.
`Clc1ccccc1COc1ccccc1-c1nnco1` gave MEKK3 PB1 HTS 105, MEKK2wt PB1 HTS 103, NALP1 inh 12, IDE cell inh 4, pCIP destab -6, PfM18AAP inh -6, IDE act 4, MEKK2mut PB1 HTS 6 and UBC9 SUMO inh 9.
Screening Cc1noc(C)c1-c1nc(CS(=O)(=O)c2ccccc2)no1 returned MEKK3 PB1 HTS 103, MEKK2wt PB1 HTS 99, NALP1 inh 11, IDE cell inh -1, pCIP destab 5, PfM18AAP inh 2, IDE act 5, MEKK2mut PB1 HTS 2 and UBC9 SUMO inh 1.
Screening COc1ccc(NS(=O)(=O)c2ccc(S(=O)(=O)N3CCCC3)cc2)cc1 returned MEKK3 PB1 HTS 103, MEKK2wt PB1 HTS 107, NALP1 inh -18, IDE cell inh 7, pCIP destab -7, PfM18AAP inh -7, IDE act 10, MEKK2mut PB1 HTS 5 and UBC9 SUMO inh 2.
`CCOC(=O)CSc1nc2ccccc2c(=O)n1Cc1ccco1` gave MEKK3 PB1 HTS 102, MEKK2wt PB1 HTS 102, NALP1 inh 17, IDE cell inh -5, pCIP destab -7, PfM18AAP inh -15, IDE act 3, MEKK2mut PB1 HTS 3 and UBC9 SUMO inh 23.
Screening CN(CC(=O)NCc1ccc(Cl)cc1)S(=O)(=O)c1cccc2nsnc12 returned MEKK3 PB1 HTS 106, MEKK2wt PB1 HTS 106, NALP1 inh 9, IDE cell inh 0, pCIP destab 3, PfM18AAP inh -4, IDE act 4, MEKK2mut PB1 HTS 1 and UBC9 SUMO inh -12.
`COc1cccc2c(=O)c(C(=O)O)c[nH]c12` gave MEKK3 PB1 HTS 99, MEKK2wt PB1 HTS 102, NALP1 inh 23, IDE cell inh 4, pCIP destab 9, PfM18AAP inh 6, IDE act 0, MEKK2mut PB1 HTS -2 and UBC9 SUMO inh 7.
Screening O=C(NCc1ccco1)C1CCCN(S(=O)(=O)c2ccc(-n3cnnn3)cc2)C1 (stereo not drawn) returned MEKK3 PB1 HTS 101, MEKK2wt PB1 HTS 101, NALP1 inh 20, IDE cell inh 8, pCIP destab -9, PfM18AAP inh 7, IDE act -1, MEKK2mut PB1 HTS -1 and UBC9 SUMO inh 11.
For CSCCC(NC(=O)c1cc([N+](=O)[O-])ccc1Cl)C(=O)O (stereo not drawn) the results were MEKK3 PB1 HTS 103, MEKK2wt PB1 HTS 88, NALP1 inh 30, IDE cell inh -5, pCIP destab 6, PfM18AAP inh -5, IDE act 2, MEKK2mut PB1 HTS 9 and UBC9 SUMO inh -13.
`O=c1c(O)c(-c2cccs2)oc2ccc(Cl)cc12` gave MEKK3 PB1 HTS 101, MEKK2wt PB1 HTS 95, NALP1 inh 2, IDE cell inh 70*, pCIP destab -490, PfM18AAP inh 2, IDE act 24*, MEKK2mut PB1 HTS -2 and UBC9 SUMO inh 26.
CCc1nnc(N2C(=O)c3ccc(Oc4ccc([N+](=O)[O-])cc4)cc3C2=O)s1 was read as MEKK3 PB1 HTS 98, MEKK2wt PB1 HTS 88, NALP1 inh 33, IDE cell inh 0, pCIP destab -4, PfM18AAP inh 1, IDE act 5, MEKK2mut PB1 HTS 8 and UBC9 SUMO inh 10.
COc1ccccc1CCNC(=O)c1nccnc1C(=O)O was read as MEKK3 PB1 HTS 94, MEKK2wt PB1 HTS 91, NALP1 inh 6, IDE cell inh 0, pCIP destab -12, PfM18AAP inh 2, IDE act -3, MEKK2mut PB1 HTS -1 and UBC9 SUMO inh 5.
`O=S(=O)(c1cccc(-c2cn3cccnc3n2)c1)N1CCCCCC1` gave MEKK3 PB1 HTS 103, MEKK2wt PB1 HTS 101, NALP1 inh -1, IDE cell inh 1, pCIP destab -6, PfM18AAP inh 5, IDE act 0, MEKK2mut PB1 HTS 4 and UBC9 SUMO inh 22.
For COc1cc(CC(=O)OCC(=O)Nc2ccc(N3CCOCC3)cc2)cc(OC)c1OC the results were MEKK3 PB1 HTS 100, MEKK2wt PB1 HTS 96, NALP1 inh 1, IDE cell inh 5, pCIP destab -6, PfM18AAP inh 3, IDE act -5, MEKK2mut PB1 HTS -2 and UBC9 SUMO inh 15.

Retrieved by structure from the entries so far (2):
For COc1cc(CC(=O)OCC(=O)Nc2ccc(N3CCOCC3)cc2)cc(OC)c1OC the results were MEKK3 PB1 HTS 100, MEKK2wt PB1 HTS 96, NALP1 inh 1, IDE cell inh 5, pCIP destab -6, PfM18AAP inh 3, IDE act -5, MEKK2mut PB1 HTS -2 and UBC9 SUMO inh 15.
`COc1cccc2c(=O)c(C(=O)O)c[nH]c12` gave MEKK3 PB1 HTS 99, MEKK2wt PB1 HTS 102, NALP1 inh 23, IDE cell inh 4, pCIP destab 9, PfM18AAP inh 6, IDE act 0, MEKK2mut PB1 HTS -2 and UBC9 SUMO inh 7.

Next section:
Screening Cc1ccc(Cl)cc1N1CCN(C(=O)c2noc(C(C)C)c2[N+](=O)[O-])CC1 returned MEKK3 PB1 HTS 95, MEKK2wt PB1 HTS 91, NALP1 inh -11, IDE cell inh -3, pCIP destab -3, PfM18AAP inh -4, IDE act -2, MEKK2mut PB1 HTS -1 and UBC9 SUMO inh 13.
For CN(C)Cc1c(C(=O)N/N=C/c2cccs2)nnn1-c1nonc1N the results were MEKK3 PB1 HTS 103, MEKK2wt PB1 HTS 99, NALP1 inh 18, IDE cell inh 0, pCIP destab -17, PfM18AAP inh -1, IDE act 5, MEKK2mut PB1 HTS -5 and UBC9 SUMO inh -1.
For O=c1c2ccccc2nc2n1CCCCN2 the results were MEKK3 PB1 HTS 107, MEKK2wt PB1 HTS 101, NALP1 inh 15, IDE cell inh -1, pCIP destab -2, PfM18AAP inh -8, IDE act 5, MEKK2mut PB1 HTS 5 and UBC9 SUMO inh 6.
O=C(CCCn1c(=S)[nH]c2ccccc2c1=O)NC1CCCCC1 was read as MEKK3 PB1 HTS 99, MEKK2wt PB1 HTS 95, NALP1 inh 16, IDE cell inh -8, pCIP destab -1, PfM18AAP inh 3, IDE act 5, MEKK2mut PB1 HTS -3 and UBC9 SUMO inh 9.
`CCOC(=O)N1CCC(NC(=O)C(NS(=O)(=O)c2ccc3c(c2)CCN3C(C)=O)C(C)C)CC1` (stereo not drawn) gave NALP1 inh 4, IDE cell inh 0, pCIP destab -3, PfM18AAP inh -11, IDE act -2 and UBC9 SUMO inh 19.
N=C1/C(=C\c2ccc(-c3cccc(C(=O)O)c3)o2)C(=O)N=C2SC=C(c3ccccc3)N12 was read as MEKK3 PB1 HTS 100, MEKK2wt PB1 HTS 96, NALP1 inh 21, IDE cell inh 7, pCIP destab -8, PfM18AAP inh 9, IDE act -2, MEKK2mut PB1 HTS -1 and UBC9 SUMO inh 33.
`CC(=O)NC1=NC(=O)/C(=C/c2cn(C(C)=O)nc2-c2ccccc2)S1` gave MEKK3 PB1 HTS 94, MEKK2wt PB1 HTS 94, NALP1 inh -1, IDE cell inh 20*, pCIP destab -34, PfM18AAP inh 2, IDE act -4, MEKK2mut PB1 HTS -4 and UBC9 SUMO inh 8.
`O=C(COC(=O)C1CC1)Nc1ccc(OC(F)F)cc1` gave MEKK3 PB1 HTS 103, MEKK2wt PB1 HTS 99, NALP1 inh 6, IDE cell inh -2, pCIP destab -4, PfM18AAP inh -6, IDE act 5, MEKK2mut PB1 HTS -1 and UBC9 SUMO inh 16.
For COc1cc(OC)cc(-c2nc3nc(C)c(CCC(=O)O)c(C)n3n2)c1 the results were MEKK3 PB1 HTS 103, MEKK2wt PB1 HTS 108, NALP1 inh 4, IDE cell inh -3, pCIP destab -2, PfM18AAP inh -3, IDE act -1, MEKK2mut PB1 HTS 4 and UBC9 SUMO inh 0.
`COc1ccc(C(=O)N/N=C(\C)c2ccc(NC(=O)Cc3ccccc3)cc2)c(OC)c1` gave MEKK3 PB1 HTS 102, MEKK2wt PB1 HTS 106, NALP1 inh 1, IDE cell inh 1, pCIP destab 2, PfM18AAP inh -5, IDE act -1, MEKK2mut PB1 HTS 6 and UBC9 SUMO inh 2.
Screening CCc1c(C(=O)Nc2ccc(OC)c(Cl)c2)[nH]c(C)c1C(C)=O returned MEKK3 PB1 HTS 101, MEKK2wt PB1 HTS 95, NALP1 inh 22, IDE cell inh 3, pCIP destab 0, PfM18AAP inh -4, IDE act 0, MEKK2mut PB1 HTS -4 and UBC9 SUMO inh -22.
Screening COC(=O)c1c(C(=O)OC)c(-c2ccc(C)cc2)n2c1CS(=O)(=O)C2 returned MEKK3 PB1 HTS 105, MEKK2wt PB1 HTS 107, NALP1 inh -1, IDE cell inh 1, pCIP destab 0, PfM18AAP inh -10, IDE act 1, MEKK2mut PB1 HTS 7 and UBC9 SUMO inh 11.
Screening CCOCCCNC(=O)c1cc(=O)n(Cc2cccc(C)c2)c2ccccc12 returned MEKK3 PB1 HTS 97, MEKK2wt PB1 HTS 94, NALP1 inh 12, IDE cell inh -3, pCIP destab 15, PfM18AAP inh -3, IDE act 0, MEKK2mut PB1 HTS -2 and UBC9 SUMO inh 6.
Screening Nc1ccc2nn(-c3ccc(F)cc3)nc2c1 returned MEKK3 PB1 HTS 105, MEKK2wt PB1 HTS 105, NALP1 inh 7, IDE cell inh 0, pCIP destab 8, PfM18AAP inh 8, IDE act 1, MEKK2mut PB1 HTS 2 and UBC9 SUMO inh 31.
For CCOC(=O)c1c(NC(C)=O)sc2c(O)c(CN3CCN(CC)CC3)ccc12 the results were MEKK3 PB1 HTS 107, MEKK2wt PB1 HTS 110, NALP1 inh -2, IDE cell inh 0, pCIP destab -7, PfM18AAP inh 28, IDE act -5, MEKK2mut PB1 HTS 11 and UBC9 SUMO inh 14.
